aSyn tox rescue = rescues yeast growth from alpha-synuclein toxicity; S. cerevisiae alpha-synuclein toxicity rescue, BacTiter-Glo growth, 24 h; Potency, µM (series often up to 46.1 µM), for the others: at the top dose growth rescue (activation), usual class: activators; hit rate 0.02% among 94,000; active means well fitted activation curve with a large enough effect; inconclusive means small, poorly fitted or top-dose-only effect; further: 0% is about no effect
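Growth restoration measured by BacTiter-Glo luminescence after 24 hr at 30 deg C; alpha-synuclein yeast, raffinose-pregrown to mid-log, were added at OD600=0.02 in galactose medium onto pinned compounds.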
The depositor's hits bear a star; ? = inconclusive. Potency means the concentration at half of the fitted maximal effect.

Start of the data: the first five entries, ahead of the listing:
SMILES	aSyn tox rescue
Cc1[nH]c2ccc(C(=O)N3CCN(c4ccccc4F)CC3)cc2c1C	21%
CCOc1ccc(NC(=O)c2ncoc2-c2ccco2)cc1	-8%
CCCCNC(=O)CCn1c(=O)c2ccccc2n(Cc2ccccc2C#N)c1=O	5%
Cc1ccc(NC(=O)C(=O)NCc2ccco2)cc1	0%
CCn1c(C(=O)N2CCC(C(=O)NCc3cccs3)CC2)cc2sccc21	9%

The listing (from the top)
SMILES	aSyn tox rescue
Cc1[nH]c2ccc(C(=O)N3CCN(c4ccccc4F)CC3)cc2c1C	21%
CCOc1ccc(NC(=O)c2ncoc2-c2ccco2)cc1	-8%
CCCCNC(=O)CCn1c(=O)c2ccccc2n(Cc2ccccc2C#N)c1=O	5%
Cc1ccc(NC(=O)C(=O)NCc2ccco2)cc1	0%
CCn1c(C(=O)N2CCC(C(=O)NCc3cccs3)CC2)cc2sccc21	9%
Cc1ccc(-c2nc3nc(C)cc(Nc4ccccc4O)n3n2)cc1	-4%
CCOc1ccc(NC(=O)CC2C(=O)N(c3cccc(C)c3)C(=O)N2Cc2cccs2)cc1 (configuration not stated)	7%
CC(C)N(C(=O)CN1C(=O)NC(c2ccccc2)(c2ccccc2)C1=O)C(C)C	-10%
CCOC(=O)c1c(C)nc(C)c(C(=O)OCC)c1-c1ccc(O)c(OC)c1	4%
CCOC(=O)c1noc2ncnc(Nc3cc(Cl)c(OC)cc3OC)c12	-4%
Nc1nnc(-c2cccc(F)c2)s1	1%
CCOC(=O)c1ccccc1NC(=S)N1CCC(C)CC1	-16%
CN(Cc1cccnc1)C(=O)CNC(=O)COc1ccccc1	1%
N#Cc1ccc(OC(=O)c2cc(-c3ccc4c(c3)OCCO4)on2)cc1	-14%
CNC(=O)c1ccc(Nc2nnc(-c3ccc(C)c(S(=O)(=O)NC(C)(C)C)c3)c3ccccc23)cc1	-1%
COc1ccc2oc(C(=O)NCCc3ccccc3)c(C)c2c1	1%
Cc1ccc2nc(COc3cccc(NC(=O)COc4ccc(F)cc4)c3)cc(=O)n2c1	0%
CCCCn1cc(S(=O)(=O)c2ccc(C)c(C)c2)c(=O)c2cc(F)c(N(CC)CC)cc21	9%
COc1ccc(CC(=O)NC2CC(=O)N(c3cccc(F)c3)C2)cc1OC (configuration not stated)	6%
CCSc1nc2c([nH]c3ccccc32)c(=O)n1-c1cccc(OC)c1	?
CCOC(=O)C1CCN(C(=O)c2nn(-c3ccc(C)cc3)c(=O)c3c2c2ccccc2n3C)CC1	0%
CCCNC(=O)c1ccc2c(c1)N=C(C)c1c(C)ccc(C)c1S2	2%
COc1ccccc1CNC(=O)C(C)n1c(=O)cc(-c2ccccc2)c2c(C)nn(C)c21 (configuration not stated)	0%
COc1ccccc1NC(=O)CN1C(=O)CSc2ccc(S(=O)(=O)N3CCCC3)cc21	-6%
CCOc1ccc(NC(=O)c2cnn3c2NC(c2cccc(OC)c2)=CC3c2ccccc2)cc1 (configuration not stated)	18%

(further entries)
SMILES	aSyn tox rescue
Cc1ccc(-c2nc3sc(CCNS(=O)(=O)c4cc(F)ccc4F)c(C)n3n2)cc1	3%
C#CC(C)OC(=O)Nc1cnccc1C(F)(F)F (configuration not stated)	4%
COc1ccc(C2C(=O)N(C3CCCCC3)CC(=O)N2Cc2ccc3c(c2)OCO3)cc1 (configuration not stated)	1%
CCOC(=O)c1cc(OC(=O)Cc2ccc(OC)c(S(=O)(=O)N3CCOCC3)c2)cc(C(=O)OCC)c1	5%
O=C(CSc1ncn[nH]1)NCCc1ccc(Cl)cc1	-12%
COc1ccc(CNC(=O)C2CCN(c3nnc(-n4c(C)ccc4C)s3)CC2)c(OC)c1	1%
COc1ccc(C(=O)Oc2ccc(C)cc2)cc1S(=O)(=O)N1CCOCC1	4%
C[C@@H]1CN([C@H](C)CO)C(=O)CCCn2nncc2CO[C@@H]1CN(C)S(=O)(=O)c1cccc(F)c1	5%
COc1ccc(OC)c(NC(=O)CN(Cc2ccc(Cl)cc2)S(C)(=O)=O)c1	10%
Cc1ccccc1Nc1ncnc2c1c(-c1ccccc1)cn2-c1ccc(F)cc1	-6%
COc1ccc([C@H]2C[C@H](O)[C@@H](n3cc(C4CC4)nn3)CN2Cc2cccs2)cc1	6%
Cc1c(NC(=O)COC(=O)/C=C/c2ccc(Cl)cc2)c(=O)n(-c2ccccc2)n1C	-7%
O=C(NC1CC(=O)N(c2ccccc2)C1)C1CC1 (configuration not stated)	-9%
O=C(CSCC(=O)Nc1nc(-c2ccc3c(c2)OCO3)cs1)Nc1nccs1	4%
C=C(C)Cn1c(=O)c2c(nc3n2CCN3c2ccc(F)cc2)n(C)c1=O	1%
CCCS(=O)(=O)N1CC(=O)N(c2ccc(Cl)cc2C)C(C)(C(=O)NC2CCCC2)C1 (configuration not stated)	-10%
Cc1csc(Nc2ccc(C(=O)O)cc2)n1	1%
CCCOc1cccc(C(=O)N2CCCCC2CCN2CCCCC2)c1 (configuration not stated)	-3%
Clc1ccccc1CNc1ncnc2c1nc1n2CCCC1	-14%
Cc1nnc(SCC(=O)Nc2nonc2C)s1	5%
Cc1ccc(C)c(CSc2nc3c([nH]c4ccccc43)c(=O)n2C)c1	-1%
Cc1cccc(-n2ncc3c(NC4CCCC4)ncnc32)c1	-21%
Cc1ccc(-c2cc(C(F)F)nc(S(C)(=O)=O)n2)cc1	-8%
CCOc1ccccc1N(C)C(=O)Cn1nc(Cc2cccnc2)c2ccccc2c1=O	0%
Cc1cc(NC(=O)COC(=O)C2CC(=O)N(c3cccc(Cl)c3)C2)no1 (configuration not stated)	6%

(cont.)
SMILES	aSyn tox rescue
Cc1cccc(N2CCN(C(=O)c3cn(C4CCCCC4)c(=O)c4c3c3ccccc3n4C)CC2)c1C	1%
Cc1ccc(CNC(=O)c2cc(S(=O)(=O)N3CCCCC3)cn2C)cc1	-4%
Cc1ccc(C(=O)NC(=S)NNS(=O)(=O)c2ccccc2)cc1	-29%
CCN(CC)c1ccc(NC(=O)c2ccc(=O)[nH]c2)cc1S(=O)(=O)Nc1ccc(OC)cc1	-6%
COc1ccc(S(=O)(=O)Nc2ccccc2N2CCOCC2)cc1[N+](=O)[O-]	4%
Cc1oc2c(cc(NS(=O)(=O)c3ccc(F)cc3)c3ccccc32)c1C(=O)OCc1ccccc1	18%
Cc1cc(NC(=O)c2cccs2)no1	-4%
CCOc1ccc(NC(=O)C(=O)NCCc2csc3nc(-c4ccccc4F)nn23)cc1	5%
COc1ccc(N2C(=O)N(Cc3ccc(C)cc3)c3ccccc3S2(=O)=O)cc1	0%
Cc1nc2nc(SCC(=O)NCCCN3CCOCC3)nn2c(C)c1Cc1ccccc1	3%
COc1cccc(NC(=O)CSc2nc(=O)n(Cc3ccco3)c3c2CCC3)c1	18%
Brc1ccc(/C=N/n2cnnc2)s1	-2%
COC(=O)c1ccc2c(=O)[nH]c(COC(=O)CCC(=O)c3ccc(Cl)cc3)nc2c1	6%
CC(=O)Nc1ccc(S(=O)(=O)NCC2CCC(C(=O)NCCN(CC(C)C)CC(C)C)CC2)cc1 (configuration not stated)	2%
Cc1ccnc(NS(=O)(=O)c2cc([N+](=O)[O-])ccc2C)c1	?
COc1cccc(CN2C(=O)c3ccccc3Sc3ccc(C(=O)OCc4ccco4)cc32)c1	4%
C[C@H]1CN([C@@H](C)CO)C(=O)CCCn2nncc2CO[C@@H]1CN(C)C(=O)c1ccc(N2CCN(C)CC2)cc1	2%
Cc1ccc(NC(=O)CCN2CCN(CCO)CC2)cc1C	2%
Cc1ccc(OCC(=O)Nc2ccc(N3CCN(S(C)(=O)=O)CC3)cc2)cc1C	4%
COc1cc(OC)c(NC(=O)CC(c2cccs2)N2Cc3ccccc3C2=O)cc1Cl (configuration not stated)	4%
Cc1ccc2nc(COc3ccc(NC(=O)COc4ccccc4F)cc3)cc(=O)n2c1	-6%
COc1ccccc1NC(=O)C1=C(C)Nc2nc(CCCO)nn2C1c1cccc(O)c1 (configuration not stated)	-5%
Cn1cc(Br)c(-c2cccc(NC(=O)CC(C)(C)CC(=O)O)c2)n1	-9%
COc1ccc(NS(=O)(=O)c2ccc(C)c(C(=O)N3CCN(Cc4cc(OC)ccc4OC)CC3)c2)cc1	5%
CCOC(=O)c1c(NC(=O)CSc2cn(CCNC(=O)c3ccc(OCC)cc3)c3ccccc23)sc2c1CCC2	2%

Retrieved by compound from the entries so far (7):
SMILES	aSyn tox rescue
Cc1ccnc(NS(=O)(=O)c2cc([N+](=O)[O-])ccc2C)c1	?
COc1cccc(CN2C(=O)c3ccccc3Sc3ccc(C(=O)OCc4ccco4)cc32)c1	4%
COc1ccc(S(=O)(=O)Nc2ccccc2N2CCOCC2)cc1[N+](=O)[O-]	4%
Cc1oc2c(cc(NS(=O)(=O)c3ccc(F)cc3)c3ccccc32)c1C(=O)OCc1ccccc1	18%
C[C@H]1CN([C@@H](C)CO)C(=O)CCCn2nncc2CO[C@@H]1CN(C)C(=O)c1ccc(N2CCN(C)CC2)cc1	2%
COC(=O)c1ccc2c(=O)[nH]c(COC(=O)CCC(=O)c3ccc(Cl)cc3)nc2c1	6%
Cc1ccc2nc(COc3ccc(NC(=O)COc4ccccc4F)cc3)cc(=O)n2c1	-6%

Returning to the listing, repeating the four entries before the break.
SMILES	aSyn tox rescue
COc1ccccc1NC(=O)C1=C(C)Nc2nc(CCCO)nn2C1c1cccc(O)c1 (configuration not stated)	-5%
Cn1cc(Br)c(-c2cccc(NC(=O)CC(C)(C)CC(=O)O)c2)n1	-9%
COc1ccc(NS(=O)(=O)c2ccc(C)c(C(=O)N3CCN(Cc4cc(OC)ccc4OC)CC3)c2)cc1	5%
CCOC(=O)c1c(NC(=O)CSc2cn(CCNC(=O)c3ccc(OCC)cc3)c3ccccc23)sc2c1CCC2	2%
O=C(OCC(=O)N1CCCC1=O)c1ncc(Cl)c(Cl)c1Cl	0%
CCCCNC(=O)C1CCC(CNS(=O)(=O)c2ccc(C)cc2)CC1 (configuration not stated)	-5%
CCC1CCCCN1CCCNC(=O)c1ccc2c(c1)N(Cc1cccc(C)c1)C(=O)c1ccccc1S2(=O)=O (configuration not stated)	1%
CCOC(=O)c1cccc(NC(=O)c2cnn(-c3ccccc3)c2-n2cccc2)c1	-3%
Cc1nc2scc(C)n2c(=O)c1S(=O)(=O)N1CCN(c2ccccn2)CC1	4%
C[C@H]1CN([C@@H](C)CO)C(=O)CCCn2cc(nn2)CO[C@@H]1CN(C)C(=O)Nc1ccc2c(c1)OCO2	-4%
Cc1cccc(N2CCN(C(=O)c3ccc4c(c3)N(Cc3ccccc3F)C(=O)c3ccccc3S4=O)CC2C)c1 (configuration not stated)	0%
CC(Oc1ccc(Br)cc1)C(=O)N(Cc1nc(-c2ccccc2)no1)C(C)C (configuration not stated)	11%
CC(=O)Nc1ccc(S(=O)(=O)c2ccnc3cc(Cl)ccc23)cc1	1%
COc1ccc(N(C(=O)c2cccc(C)c2)S(=O)(=O)c2ccc(Cl)cc2)cc1	-13%
CCN1C(=O)c2ccccc2S(=O)c2ccc(C(=O)NCc3ccccc3OC)cc21 (configuration not stated)	6%
CCOC(=O)Cn1c(C)[n+](CC(=O)c2ccccc2)c2ccccc21	-4%
O=c1c2ccccc2n(Cc2cccc(Cl)c2)c(=O)n1CCc1ccccc1	4%
Cc1c(Cl)ccc(S(=O)(=O)N2CCN(C)CC2)c1Cl	-2%
Cc1ccc(NC(=O)Cn2nnc3sc(-c4ccccc4)cc3c2=O)cc1Cl	-3%
O=C(c1ccc(CS(=O)Cc2ccccc2Cl)o1)N1CCN(c2ccccc2)CC1 (configuration not stated)	5%
CCN(CC)CCn1c(=S)[nH]c2cc(C(=O)NCc3ccccc3)ccc2c1=O	7%
Cn1[nH]c(-c2ccccc2)c(/C=N/O)c1=O	-15%
CC(C)(C)c1ccc(-c2nc(NC(=O)CSc3ncnc4sc5c(c34)CCCC5)ns2)cc1	-10%
C[C@H]1CN(C2CCCCC2)C(=O)[C@@H]1CC(=O)Nc1ccc(Br)cc1	2%
COc1ccc(OCc2ccc(-c3nc(C#N)c(N4CCN(c5ccccc5)CC4)o3)o2)cc1	-4%
N#Cc1c(C(F)(F)F)cc(-c2cccs2)nc1SCC(=O)O	0%
COc1ccc(CNC(=O)c2nc(S(=O)(=O)Cc3ccccc3)ncc2Cl)cc1	13%
CC(=O)Nc1ccc(S(=O)(=O)N(C)CC(=O)OCC(=O)N2CCN(C(=O)c3ccco3)CC2)cc1	-3%
COc1ccc2c(C)c(CCC(=O)NCc3ccc(C)cc3)c(=O)oc2c1	-8%

Going on with the list:
SMILES	aSyn tox rescue
COC(=O)c1ccc(CSc2nnc3ccc4ccccc4n23)cc1	7%
Cc1cc(NS(=O)(=O)c2ccc(NC(=O)C(C)Oc3ccccc3Cl)cc2)no1 (configuration not stated)	6%
O=C(NC(=S)Nc1ccccc1O)c1ccccc1Cl	10%
O=C(COC(=O)c1ccccc1SCC(=O)N1CCCC1)NCc1ccc(F)cc1	-13%
CNC(=O)c1c(NC(=O)CCS(=O)(=O)c2ccc(C)cc2)sc2c1CCN(C(=O)OC)C2	-4%
CCOc1cccc2cc(-c3nc(-c4ccc(Cl)cc4)c(C)s3)c(=O)oc12	0%
C[C@H](CO)N1C[C@H](C)[C@H](CN(C)S(=O)(=O)c2cccc(F)c2)Oc2cc(Br)ccc2S1(=O)=O	1%
CC(OC(=O)CN1C(=O)C2C3C=CC(C4CC34)C2C1=O)C(=O)c1ccccc1 (configuration not stated)	8%
O=C(COc1ccccc1Cl)Nc1ccc2oc(-c3ccccc3F)nc2c1	6%
O=C(NCc1ccccc1)C1CCCN(C(=O)NCc2ccccc2)C1 (configuration not stated)	2%
O=C(O)c1cccnc1Sc1ccc(Cl)cc1	3%
COc1cccc(CNc2nc3c(-c4ccccc4)nnn3c3ccccc23)c1	5%
CC(C)CC1c2[nH]c3ccccc3c2CCN1C(=O)C1CCOCC1 (configuration not stated)	8%

Some of the compounds tested, so the mix of outcomes need not match the whole.
